Source: PubChem (Sanford-Burnham Center for Chemical Genomics)
UPR XBP1 act: adaptive UPR (XBP1) activation. AID 463104. CHO-XBP1 luciferase reporter, IRE1-XBP1 UPR activation, luminescence; percent of tunicamycin response, DMSO as zero. activation, % at 20 µM. 330,000 tested, 0.33% active;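 active means versus positive control, 20 µM dose yields 30% or more activation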;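 further: 100% = tunicamycin at 10 µg/mL and 0% = DMSO only wells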
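assay system = CHO-XBP1 luciferase reporter cells | amount = 1000 cells/well | buffer or medium = F12 plus 10% FBS | compound dosing = single point, 20 µM final compound, 1% DMSO | incubation = 16-18 h cell attachment at 37 °C, then 6 h compound exposure | detection = Steady-Glo luminescence read | controls = tunicamycin 10 µg/mL and vehicle-only wells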
Mdm2-MdmX inh: disrupts the human Mdm2-MdmX interaction; O15151+Q00987; 330,000 tested, 3% active; SaOS-2 split-luciferase Mdm2/MdmX complementation, luminescence; inhibition, % at 8 µM;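 active means inhibition of at least 50% at 8 µM in the primary screen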
Target sequence (O15151 whole entry, looked up): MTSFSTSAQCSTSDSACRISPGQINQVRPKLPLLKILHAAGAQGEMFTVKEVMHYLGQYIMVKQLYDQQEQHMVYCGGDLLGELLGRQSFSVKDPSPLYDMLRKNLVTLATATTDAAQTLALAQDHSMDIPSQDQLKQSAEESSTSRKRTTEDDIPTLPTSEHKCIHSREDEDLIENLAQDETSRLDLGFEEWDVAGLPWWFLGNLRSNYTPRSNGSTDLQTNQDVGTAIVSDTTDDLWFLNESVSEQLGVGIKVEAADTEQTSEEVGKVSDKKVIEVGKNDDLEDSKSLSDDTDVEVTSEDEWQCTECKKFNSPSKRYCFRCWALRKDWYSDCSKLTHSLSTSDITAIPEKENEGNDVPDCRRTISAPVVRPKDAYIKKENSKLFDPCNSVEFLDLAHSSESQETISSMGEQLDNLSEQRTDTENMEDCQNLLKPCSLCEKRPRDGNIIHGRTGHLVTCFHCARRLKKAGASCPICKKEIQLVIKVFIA
Target sequence (Q00987 whole entry, looked up): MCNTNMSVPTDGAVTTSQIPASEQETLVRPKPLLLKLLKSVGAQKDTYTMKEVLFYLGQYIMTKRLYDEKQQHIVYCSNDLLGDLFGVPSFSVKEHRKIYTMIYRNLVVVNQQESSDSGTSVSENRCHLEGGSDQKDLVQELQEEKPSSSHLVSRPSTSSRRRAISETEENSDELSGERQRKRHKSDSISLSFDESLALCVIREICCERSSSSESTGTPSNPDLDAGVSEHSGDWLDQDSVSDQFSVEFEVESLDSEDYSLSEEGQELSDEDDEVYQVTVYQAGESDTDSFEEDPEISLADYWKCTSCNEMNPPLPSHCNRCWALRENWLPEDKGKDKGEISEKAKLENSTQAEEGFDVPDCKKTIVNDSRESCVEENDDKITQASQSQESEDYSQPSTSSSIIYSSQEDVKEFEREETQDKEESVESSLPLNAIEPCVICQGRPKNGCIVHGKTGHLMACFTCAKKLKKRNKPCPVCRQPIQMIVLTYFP
697 NFkB inh: lowers PMA/ionomycin-induced NF-kB signal in 697 B cells; 330,000 tested, 0.33% active; AID 435022; inhibition, % at 4 µM; 697 B-cell NF-kB luciferase reporter, 16 h; in the data active means inhibition above about 35%
tim23-1 inh: tim23-1 yeast growth inhibition | AID 463212 | inhibition, % at 20 µM | 330,000 tested, 1.3% active | S. cerevisiae tim23-1 growth, BacTiter-Glo luminescence, 24 h;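 active means growth inhibition of the mutant yeast at or above 50%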;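 further: temperature-sensitive mutant grown at 25 °C; plate controls were DMSO-treated mutant yeast for no effect and medium wells lacking yeast for full effect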
CHOP UPR activ: apoptotic UPR (CHOP) activation. CHO-CHOP luciferase reporter, luminescence; percent of tunicamycin response over DMSO baseline. activation, % at 10 µM. 330,000 tested, 0.34% active. AID 449763;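 active means at 10 µM dose, activation of 40% or more, normalized to positive control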;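 further: 100% = tunicamycin at 10 µg/mL and 0% = DMSO alone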
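Assay system: CHO-CHOP cells, stable luciferase reporter of PERK-eIF2a-CHOP signalling / Buffer or medium: F12 plus 10% serum / Compound dosing: one dose, 10 µM in 0.5% DMSO / Times: 6 h compound treatment, 37 °C / Technique: luciferase luminescence / Read-out: % reporter activation, DMSO baseline versus tunicamycin full activation / Benchmarks: tunicamycin and DMSO controls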
APJ agonist: agonists of human APJ apelin receptor. P35414. CHO-K1 APJ PathHunter beta-arrestin, luminescence; 0% DMSO wells, 100% apelin. 330,000 tested, 0.11% active. activation, % at 20 µM;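 active means activation more than six SD over the plate average, tested at 20 µM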;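 further: 0% = DMSO alone and 100% = apelin-13 at 10 nM; some results filed as inactive read as strong as hits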
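Test system: CHO-K1 APJ beta-arrestin complementation cell line | Compound: Single test compound dose, 20 µM final, 1% DMSO | Incubation: Compound 90 min 25 °C, reagent 1 h | Measured by: beta-gal luminescence | Read-out basis: APJ–arrestin association signal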
APJ antag: blocks the human apelin receptor APJ. P35414. CHO-K1 APJ beta-arrestin complementation, luminescence. inhibition, % at 20 µM. 330,000 tested, 0.32% active;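 active means inhibition above about 40% at 20 µM, limit read from the data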;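 further: cells challenged with 10 nM apelin-13 agonist together with compound; plate controls were apelin-13 plus DMSO wells for no effect and DMSO wells lacking apelin-13 for full effect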
Jurkat NFkB inh: inhibitors of the PMA/ionomycin-induced NF-kB reporter in Jurkat cells | PMA/ionomycin-induced NF-kB luciferase reporter, luminescence | inhibition, % at 4 µM | 330,000 tested, 0.53% active | AID 435003; in the data active means inhibition above about 50%
Active calls of the source: *.

1	CC(C)Cn1c(=O)c2c(nc3n2CCCN3Cc2ccccc2)n(C)c1=O
2	CCOc1ccc(C(=O)NC2CC(C)(C)NC(C)(C)C2)cc1
3	CC(C)(C)OC(=O)N1CCC[C@H]1C(=O)N/N=C/c1ccc2ncccc2c1
4	COc1ccc(CCNC(=O)CSc2ccc(-c3ccco3)nn2)cc1OC
5	COc1cc([N+](=O)[O-])ccc1N/C=C/C(=O)c1cccs1
6	COc1ccc(Nc2oc(COc3ccccc3OC)nc2C#N)cc1
7	CC(C)Cn1c(O)c(/C=C2\C=NN=C2c2ccccc2)sc1=S
8	O=C(NN1CCOCC1)c1cc(-c2ccc(Br)s2)nc2ccccc12

entry no.	1	2	3	4	5	6	7	8
UPR XBP1 act	0	-3	-3	-2	-3	-2	4	1
Mdm2-MdmX inh	3	3	-11	12	31	68*	35	-13
697 NFkB inh	-46	0	15	17	-267	11	7	0
tim23-1 inh	28	-14	0	0	5	17	7	0
CHOP UPR activ	-2.4	1.2	1.1	-0.2	-4.2	2.6	0.1	2.6
APJ agonist	-3	0	2	1	-3	-3	-1	-2
APJ antag	3	-9	-22	1	12	6	10	12
Jurkat NFkB inh	-6	-10	-21	0	-188	5	0	-3

Record cards, from the list above. Values in the order: UPR XBP1 act, Mdm2-MdmX inh, 697 NFkB inh, tim23-1 inh, CHOP UPR activ, APJ agonist, APJ antag, Jurkat NFkB inh
COc1cc([N+](=O)[O-])ccc1N/C=C/C(=O)c1cccs1 across the screens: -3, 31, -267, 5, -4.2, -3, 12, -188
CCOc1ccc(C(=O)NC2CC(C)(C)NC(C)(C)C2)cc1 across the screens: -3, 3, 0, -14, 1.2, 0, -9, -10

The results go on:
9	CCC(CO)NCC#Cc1ccccc1 (centres undefined)
10	O=C(COC(=O)CCc1ccccc1)NCc1ccc2c(c1)OCO2
11	CCC1(C)CC(=O)N(c2ccc(C(=O)O)c(O)c2)C1=O (centres undefined)
12	Cc1ccc(C(=O)OCC(=O)Nc2ccc(S(N)(=O)=O)cc2)c(O)c1
13	C/C(=N/NC(=O)CSCc1ccc(Cl)cc1)c1cccc(NC(=O)c2ccccc2)c1
14	CCc1ccc2[nH]c(C(=O)Nc3ccc(Br)c(C)n3)cc2c1
15	CCCCCCn1c(N(CC)CC)nc2c1c(=O)[nH]c(=O)n2C
16	Cc1noc(C)c1C(=O)Nc1nnc(-c2ccccc2)s1

entry no.	9	10	11	12	13	14	15	16
UPR XBP1 act	0	-1	1	-1	2	1	5	4
Mdm2-MdmX inh	-11	-21	2	17	47	-16	9	1
697 NFkB inh	5	15	5	8	-32	-102	-9	-1
tim23-1 inh	-3	25	13	-3	20	5	-1	9
CHOP UPR activ	-1.7	1.3	-1.0	-1.1	-2.1	5.7	-0.8	-1.3
APJ agonist	-3	-2	-2	-3	16	0	-3	-3
APJ antag	16	0	5	3	-2	12	22	-25
Jurkat NFkB inh	-1	14	7	-5	-8	-65	-1	1

17	Cc1nn(-c2ccccc2)c(C)c1/C=C/C(=O)OCC(=O)Nc1ncc(C(F)(F)F)cc1Cl
18	CC(O)c1cccc(NC(=O)C2CCCCC2)c1 (centres undefined)
19	Cc1cc(N2CCN(C)CC2)nc(=S)[nH]1
20	O=C1C2C3C=CC(C4CC34)C2C(=O)N1c1cccc2ccccc12 (centres undefined)
21	CC(=O)Nc1ccc(S(=O)(=O)N2CCC(NC(=O)C(Cc3cccc(F)c3)NC(C)=O)CC2)cc1 (centres undefined)
22	CCCn1c(N)c(N(CCOC)C(=O)CSCC(=O)Nc2cccc(C)c2)c(=O)[nH]c1=O
23	O=C(NNC(=S)Nc1ccccc1)c1ccco1
24	Cc1cc(Br)c2c(c1)/C(=C/C(=O)c1cccs1)C(=O)N2

entry no.	17	18	19	20	21	22	23	24
UPR XBP1 act	-1	8	-1	-3	-4	0	-1	17
Mdm2-MdmX inh	9	28	36	19	-18	1	-14	21
697 NFkB inh	-3	-3	21	-17	13	-19	9	-14
tim23-1 inh	-1	9	17	23	5	-7	5	42
CHOP UPR activ	-0.3	-0.7	-1.5	1.4	1.7	0.1	0.1	15
APJ agonist	-1	-3	-1	-2	0	6	-2	2
APJ antag	-9	10	15	10	-9	7	0	-52
Jurkat NFkB inh	-3	-3	0	-1	3	-8	-5	4

25	O=C(NCCCN1CCCC1=O)c1csc2ccccc12
26	CCOC(=O)c1cccc(P(=O)(C(C)(C)C)C(C)(C)C)c1
27	COC(=O)c1c(N2C(=O)[C@H]3[C@@H](C2=O)[C@]2(C(=O)Nc4c2ccc(C)c4C)N2CCC[C@@H]32)sc(C)c1C
28	FC(F)(F)c1ccccc1NC(=S)N1CCN(c2ccccn2)CC1
29	O=c1c2sccc2n(Cc2ccc(F)cc2)c(=O)n1-c1ccc(F)cc1
30	Cc1ccccc1NC(=O)C1Cc2ccccc2CN1C(=O)OCc1ccccc1 (centres undefined)
31	CCCNC(=O)C(=O)NCC1CCCN1CC (centres undefined)
32	Cc1ccc(NC(=O)COc2ccc(Br)cc2C)cc1

entry no.	25	26	27	28	29	30	31	32
UPR XBP1 act	1	-1	-4	-3	-1	1	0	3
Mdm2-MdmX inh	-8	29	17	8	12	-25	11	-23
697 NFkB inh	9	-18	-16	8	-7	-41	-7	12
tim23-1 inh	-2	12	18	18	13	27	4	12
CHOP UPR activ	0.0	-1.1	-1.1	-0.2	1.2	1.4	0.7	3.7
APJ agonist	-6	0	-4	-3	-2	-2	0	-2
APJ antag	-1	-5	-19	11	-7	-3	-10	14
Jurkat NFkB inh	-6	-9	4	7	3	-9	3	-11

33	CCc1cccc(CC)c1NC(=O)C1CC(=O)N(c2ccc3c(c2)OCCO3)C1 (centres undefined)
34	COCCN(CC(=O)Nc1cccc(C)c1C)C(=O)CN1C(=O)NC2(CCCCC2)C1=O
35	O=C1NC(=O)/C(=C\c2cn(CC(=O)N3CCOCC3)c3ccccc23)S1
36	CCn1c(C(=O)NCc2ccccn2)cc2sccc21
37	Cc1cccc(C(=O)NCC(=O)N2CCN(c3ccc(Cl)cc3)CC2)c1
38	CC(C)CCn1nc(C(=O)OC(C)C(=O)NC(N)=O)c2ccccc2c1=O (centres undefined)
39	CC(=O)Nc1ccc(OC(=O)c2cc([N+](=O)[O-])ccc2Cl)cc1
40	COc1ccc(N(C(C)C(=O)N2CCC(Cc3ccccc3)CC2)S(C)(=O)=O)cc1 (centres undefined)

entry no.	33	34	35	36	37	38	39	40
UPR XBP1 act	-4	0	-2	-1	-3	-2	0	0
Mdm2-MdmX inh	12	0	8	8	29	-6	5	3
697 NFkB inh	-9	16	-12	-39	-4	-7	9	-7
tim23-1 inh	30	-1	-2	12	24	19	12	41
CHOP UPR activ	-4.3	0.4	3.7	2.4	7.4	0.3	-0.2	1.1
APJ agonist	9	-3	-2	-1	-4	7	8	-2
APJ antag	2	-5	-9	-8	4	-10	-37	4
Jurkat NFkB inh	19	-1	8	-16	12	6	-11	20

41	CCCCn1c(=O)[nH]c2nc3cc(NC(C)=O)ccc3nc2c1=O
42	Cc1ccc2c(c1)C(C)CC(C)(C)N2C(=O)CN1CCN(C)CC1 (centres undefined)
43	C[C@H](NC(=O)OCc1ccccc1)c1nnc([C@H](C)NC(=O)OCc2ccccc2)o1
44	Cc1nc2cc(NC(=O)COc3ccccc3C#N)ccc2n1-c1ccccc1
45	COC(CN(C(=O)CCl)C(C(=O)NC1CCCCC1)c1ccccc1C)OC (centres undefined)
46	CCc1cccc(OCC(=O)Nc2ccc(S(=O)(=O)Nc3ccccn3)cc2)c1
47	Cc1ccc(NC(=O)C(C)N2C(=O)C3CC=C(Cl)CC3C2=O)cc1 (centres undefined)
48	CSc1nnc(-c2ccc(F)cc2)o1

entry no.	41	42	43	44	45	46	47	48
UPR XBP1 act	0	-1	-2	-6	-1	1	-2	-1
Mdm2-MdmX inh	13	23	17	5	83*	-22	-2	-7
697 NFkB inh	17	6	13	6	0	19	7	-6
tim23-1 inh	1	4	13	27	36	4	-14	3
CHOP UPR activ	0.5	0.9	1.1	-3.4	0.6	1.1	2.0	2.2
APJ agonist	-5	-2	3	0	-2	-1	-4	2
APJ antag	5	2	16	-4	15	1	12	-9
Jurkat NFkB inh	-12	10	15	-1	12	6	17	-21

Next section (4 carried over from the part before).
45	COC(CN(C(=O)CCl)C(C(=O)NC1CCCCC1)c1ccccc1C)OC (centres undefined)
46	CCc1cccc(OCC(=O)Nc2ccc(S(=O)(=O)Nc3ccccn3)cc2)c1
47	Cc1ccc(NC(=O)C(C)N2C(=O)C3CC=C(Cl)CC3C2=O)cc1 (centres undefined)
48	CSc1nnc(-c2ccc(F)cc2)o1
49	COC(=O)c1ccc(NC(=O)CSc2nncc3ccc(OC)c(OC)c23)cc1
50	Oc1c(Cl)cc(Cl)cc1CNc1nccs1
51	O=C(CS(=O)(=O)Cc1ccccc1)Nc1ccc(S(=O)(=O)N2CCCCCC2)cc1
52	N#CCCN(CCC#N)C(=O)c1ccc(Cl)cc1
53	Cc1ccc(C(C)C)c(OCCNC(=O)c2cncc(Br)c2)c1
54	CC(C)(C)N(Cc1cc2ccccc2[nH]c1=O)C(=O)C1CCCCC1
55	CC(C)Cc1cc(C(C)(C)C)ccc1OC(=S)N(C)C
56	CN(C)/N=C/C=C1\CCC/C(=C/c2cccs2)C1=O

entry no.	45	46	47	48	49	50	51	52	53	54	55	56
UPR XBP1 act	-1	1	-2	-1	-1	-10	-4	0	-5	-2	-2	-1
Mdm2-MdmX inh	83*	-22	-2	-7	6	-2	6	-4	21	62*	6	-179
697 NFkB inh	0	19	7	-6	1	-34	2	10	-13	24	40*	6
tim23-1 inh	36	4	-14	3	-15	51*	15	-13	14	22	10	46
CHOP UPR activ	0.6	1.1	2.0	2.2	-0.1	-4.2	-2.5	1.1	-1.4	-2.7	0.1	4.3
APJ agonist	-2	-1	-4	2	-2	-2	-2	-6	-3	-2	-6	0
APJ antag	15	1	12	-9	-9	2	-7	-7	-29	2	2	17
Jurkat NFkB inh	12	6	17	-21	8	0	-15	1	3	-9	51*	2
